APJ antag: antagonists of human APJ apelin receptor. P35414. CHO-K1 APJ beta-arrestin complementation, luminescence. inhibition, % at 20 µM. actives 0.32% (n = 330,000);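 active = inhibition above about 40% at 20 µM, limit read from the data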;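 also: cells challenged with 10 nM apelin-13 agonist together with compound; plate controls were apelin-13 plus DMSO wells for no effect and DMSO wells lacking apelin-13 for full effect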
Target sequence (P35414 whole entry, looked up): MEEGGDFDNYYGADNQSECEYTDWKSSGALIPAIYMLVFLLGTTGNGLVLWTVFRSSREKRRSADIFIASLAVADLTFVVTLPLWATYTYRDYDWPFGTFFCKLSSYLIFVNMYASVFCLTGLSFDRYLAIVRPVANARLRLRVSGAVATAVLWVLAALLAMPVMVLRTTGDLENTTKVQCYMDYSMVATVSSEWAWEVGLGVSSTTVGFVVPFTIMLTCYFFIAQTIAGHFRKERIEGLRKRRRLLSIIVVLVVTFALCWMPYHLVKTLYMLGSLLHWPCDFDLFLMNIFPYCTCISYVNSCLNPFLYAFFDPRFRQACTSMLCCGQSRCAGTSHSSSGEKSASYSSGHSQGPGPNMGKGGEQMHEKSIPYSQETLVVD
TIM10 inh: inhibits growth of TIM10 yeast strain | S. cerevisiae TIM10 strain growth, BacTiter-Glo luminescence, 24 h | inhibition, % at 10 µM | actives 1.4% (n = 330,000);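 active = inhibition of 40% or more at the single tested concentration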;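 also: wild-type TIM10 isogenic control strain grown at permissive 25 °C; 0% = DMSO yeast wells and 100% = minimal medium wells without yeast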
MIN6 prolif: induces beta-cell replication in MIN6 cells. AID 2380. actives 0.29% (n = 330,000). proliferation, % at 10 µM. MIN6 cells proliferation, ATPlite luminescence, 48 h; cells starved in 0.2% serum; 100% = growth in 10% serum;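 active = compounds whose signal lies at least 3.5 SD above the mean of all wells on their plate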;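 also: 0% = DMSO-treated cells in low-serum medium and 100% = 10% serum control; some compounds called inactive have numbers as strong as hits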
GRIN3A LBD mod: modulators (binders) of human NR3A ligand-binding domain; Tm shift relative to glycine control, % at 25 µM; NR3A LBD differential scanning fluorimetry, Tm shift; 0% = protein alone, 100% = glycine-bound protein; actives 2.5% (n = 340,000);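 active = melting temperature shift of at least 10% of the positive control shift, at one fixed dose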
tim23-1 inh: inhibits growth of tim23-1 mutant yeast | S. cerevisiae tim23-1 growth, BacTiter-Glo luminescence, 24 h | inhibition, % at 20 µM | actives 1.3% (n = 330,000);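 active = growth inhibition of the mutant yeast at or above 50%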;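 also: temperature-sensitive mutant grown at 25 °C; plate controls were DMSO-treated mutant yeast for no effect and medium wells lacking yeast for full effect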
MPTP block: blocks calcium-induced mitochondrial swelling; isolated mouse mitochondria, Ca2+ swelling absorbance, 30 min; inhibition, % at 10 µM; actives 1.4% (n = 360,000); AID 602449;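 active = inhibition of 50% or more, scaled per plate between neutral and stimulator controls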;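 also: 0% = DMSO wells given calcium and 100% = 1 mM EGTA wells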
NALP3 yeast inh: blocks the NALP3 inflammasome reconstituted in yeast. Yeast reconstituted NLRP3/ASC/caspase-1, beta-gal luminescence, 24 h. inhibition, % at 10 µM. actives 0.39% (n = 330,000);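 active = inhibition of 50% or more; inactive = inhibition below 50%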;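 also: plate controls were induced DMSO wells for no effect and uninduced yeast grown without galactose for full effect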
APJ agonist: APJ receptor agonism; P35414; CHO-K1 APJ PathHunter beta-arrestin, luminescence; 0% DMSO wells, 100% apelin; activation, % at 20 µM; actives 0.11% (n = 330,000);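 active = activation more than six SD over the plate average, tested at 20 µM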;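 also: 0% = DMSO alone and 100% = apelin-13 at 10 nM; some results filed as inactive read as strong as hits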
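system = engineered CHO-K1 APJ arrestin reporter cells | input = 1000 cells per well | timing = overnight seeding, 90 min compound at 25 °C, 1 h detection | measured by = enzyme-fragment complementation luminescence | read-out = beta-arrestin recruitment to APJ as agonist activity, luminescent signal | control set = negative DMSO alone, positive Apelin-13 at 10 nM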
tim10-1 inh: inhibits growth of tim10-1 mutant yeast; inhibition, % at 20 µM; S. cerevisiae tim10-1 ts strain growth, BacTiter-Glo, 24 h; AID 463190; actives 2.2% (n = 330,000);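 active = inhibition of at least 40%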;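 also: mutant grown at 25 °C; 0% = DMSO wells with yeast and 100% = wells holding no yeast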
Numbers without * were called inactive; / = not tested or not shown.

The opening 3 entries as a preview:
SMILES | APJ antag | TIM10 inh | MIN6 prolif | GRIN3A LBD mod | tim23-1 inh | MPTP block | NALP3 yeast inh | APJ agonist | tim10-1 inh
Cc1csc2nc(O)c(C(=O)NCc3ccc4c(c3)OCO4)c(=O)n12 | 3 | 39 | -2 | -2 | 75* | -1.7 | 41 | 5 | 35
O=C(Nc1cccc2nsnc12)c1cccnc1 | -27 | 4 | 0 | -1 | 6 | 0.5 | 15 | -1 | -11
O=C(c1cc2ccccc2o1)N1CCN(c2cccc(C(F)(F)F)c2)CC1 | 12 | 6 | -3 | 2 | -6 | 0.9 | 0 | 2 | -3

Main list, previewed entries included:
SMILES | APJ antag | TIM10 inh | MIN6 prolif | GRIN3A LBD mod | tim23-1 inh | MPTP block | NALP3 yeast inh | APJ agonist | tim10-1 inh
Cc1csc2nc(O)c(C(=O)NCc3ccc4c(c3)OCO4)c(=O)n12 | 3 | 39 | -2 | -2 | 75* | -1.7 | 41 | 5 | 35
O=C(Nc1cccc2nsnc12)c1cccnc1 | -27 | 4 | 0 | -1 | 6 | 0.5 | 15 | -1 | -11
O=C(c1cc2ccccc2o1)N1CCN(c2cccc(C(F)(F)F)c2)CC1 | 12 | 6 | -3 | 2 | -6 | 0.9 | 0 | 2 | -3
CCCOc1ccc(/C=N/Nc2cc(N3CCOCC3)ncn2)c(O)c1 | 26 | -31 | -4 | -13 | 35 | 1.4 | 37 | -11 | -49
CCC(C)c1ccccc1NC(=O)c1cc(C)no1 (stereo not given) | 2 | -6 | -2 | -2 | 8 | 0.5 | -4 | -1 | 0
O=C1Nc2ccccc2N(O)N1c1cc(-c2ccccc2Cl)no1 | 13 | 3 | -3 | 1 | 5 | -0.4 | -6 | -1 | 1
CC(C)c1ccc(NC(=S)NCCc2c[nH]c3ccccc23)cc1 | 2 | 15 | -6 | 31* | 52* | 36 | 19 | -1 | 37
CC(=O)N(C)C1=C(O)c2ccccc2C(=O)C1=O | -6 | 2 | -4 | 0 | -4 | 0.7 | 13 | -1 | 8
CCCCCCN(C(=O)CCCCCN1C(=O)NC(c2ccc(-c3ccccc3)cc2)C(C(=O)OCc2ccccc2)=C1C)C(C(=O)NCCCC)c1ccccn1 (stereo not given) | 18 | 6 | -8 | / | 11 | / | 29 | 4 | 7
CCCNC(=S)Nc1ccc(S(N)(=O)=O)cc1 | -1 | 5 | 2 | -36 | -1 | -2.8 | 1 | 0 | 3
O=C(c1ccc(-n2cncn2)c([N+](=O)[O-])c1)N1CCN(S(=O)(=O)c2ccccc2F)CC1 | -58 | 3 | 2 | 0 | -4 | -0.8 | 18 | -1 | -19
O=C(NC1CCCCC1)C1CCN(S(=O)(=O)c2cccc3cccnc23)CC1 | 0 | 1 | 5 | -1 | 13 | -0.9 | -5 | -3 | 10
CN(CC(=O)Nn1cnnc1)S(=O)(=O)c1cc(Cl)ccc1Cl | 9 | 4 | 2 | 0 | 0 | -2.9 | -6 | -4 | 12
CCn1cc(C(=O)NCCCN2CCCC(C)C2)c(=O)c2cc(S(=O)(=O)N3CCOCC3)ccc21 (stereo not given) | 4 | 4 | -4 | -2 | 2 | -3.6 | 12 | 0 | -11
CCCC(NC(=O)c1ccccc1)c1nc2ccccc2n1Cc1ccc(C(=O)OC)o1 (stereo not given) | 17 | 2 | 1 | 1 | -2 | 0.7 | -1 | -3 | 6
Cc1cccc(OCc2n[nH]c(=S)n2C2CCCCC2)c1 | 19 | 5 | 2 | 4 | 18 | 2.8 | 42 | 2 | -31
CCOC(=O)C1(CCc2ccccc2)CCN(C(=O)Cc2nonc2C)CC1 | 12 | 18 | -1 | 4 | 4 | 1.1 | 19 | -4 | 22
NC(=S)NNC(=O)c1cccc(Br)c1 | 4 | -4 | 1 | / | 1 | / | 15 | 0 | -11
Cc1ccc(NC2c3ncccc3C(=O)N2Cc2ccc(F)cc2)cc1 (stereo not given) | -27 | 13 | -3 | 3 | 33 | 1.4 | 17 | -4 | 13
O=c1c2oc3ccccc3c2[nH]c(=S)n1-c1ccccc1 | 11 | -4 | -1 | 0 | 18 | 0.5 | 8 | -4 | -6
CCSc1ncc(Cl)c(C(=O)Nc2ccccc2C)n1 | 7 | -3 | -2 | -2 | 3 | 2.2 | -3 | -3 | 30
COc1cccc(/C=C/C(=O)OCC(=O)Nc2ccc(Cl)cn2)c1 | 18 | -46 | -1 | / | 5 | 2.1 | 1 | -2 | 6
O=c1c2cccnc2n(-c2ccccc2)n1Cc1c(Cl)cccc1Cl | -14 | 7 | -5 | 1 | 9 | -0.5 | 3 | -6 | 12
O=C(Nc1ccc(Cl)cc1)Nc1nnc(CSCc2ccccc2Cl)s1 | -45 | -22 | -6 | -5 | -13 | 79* | -1 | 2 | 10
O=C(CSc1ccccn1)Nc1ccc(NC(=O)CSc2ccccn2)cc1 | -9 | 4 | -1 | -1 | 4 | 0.6 | -4 | 0 | 2
CCCc1cc(C(=O)Cc2ccccn2)c(O)cc1O | 7 | 6 | 1 | 4 | 7 | -0.2 | 1 | -4 | 7
O=C(Nc1ccc2nc3n(c(=O)c2c1)CCCC3)c1cccnc1Cl | 13 | 3 | 2 | 1 | 3 | -2.6 | -2 | 2 | 0
Cc1ccc(Sc2cnc(N)nc2C)cc1 | 4 | -14 | 0 | -1 | -1 | -1.0 | 28 | 2 | -15
COc1cc(C(=O)NC2CCN(Cc3nnnn3Cc3ccc(F)cc3)CC2)cc(OC)c1OC | 0 | 10 | -4 | -1 | 3 | -2.5 | 0 | 0 | 11
COc1ccc(OC)c(-c2nc(C(=O)NCCCN3CCOCC3)cc3c2[nH]c2ccccc23)c1 | 5 | 10 | 0 | -5 | -1 | 0.2 | 0 | -3 | 5
CN(C)c1nc(N/N=C\c2ccc(Cl)c([N+](=O)[O-])c2)nc(Nc2ccc(F)cc2)n1 | 1 | -25 | -4 | 30* | 33 | 6.1 | 46 | -1 | 29
Fc1ccc(N/N=C2/CCSc3sccc32)c(F)c1 | 2 | 19 | -1 | 1 | 27 | 1.8 | 14 | 1 | 21
Nc1nc2c(nc(SCc3ccccc3Br)n2C2OC(CO)C(O)C2O)c(=O)[nH]1 (stereo not given) | -15 | 8 | 0 | -2 | 2 | 0.6 | 5 | 0 | 6
CCC(Sc1ncccc1Nc1ccccn1)C(=O)O (stereo not given) | -5 | 17 | 1 | -1 | 12 | 1.4 | -5 | 0 | -7
CCCCn1c(=O)c(-[n+]2ccccc2)c([O-])c2ccccc21 | 11 | 2 | -1 | -1 | 5 | 1.3 | 6 | 2 | -7
C=CCNC(=S)/N=c1/scc(C)n1C | 13 | 2 | 0 | 0 | 3 | 0.6 | 7 | -1 | 13
COC(=O)C(NNc1ccccc1)(NC(=O)c1cccc(F)c1)C(F)(F)F (stereo not given) | 4 | 2 | -3 | 2 | 13 | 2.2 | 13 | -3 | 23
CCOC(=O)C1C(=O)C=C(c2ccc(NS(C)(=O)=O)cc2)CC1c1ccco1 (stereo not given) | -20 | 7 | 4 | 2 | 10 | 0.6 | -6 | 2 | 14
CN1CCN(c2ccc(NC(=S)NC(=O)/C=C/c3ccco3)cc2)CC1 | -10 | 1 | -8 | -1 | 4 | -1.5 | 24 | -2 | 39
O=C(O)C(Cc1c[nH]c2ccccc12)NS(=O)(=O)c1cccc2nsnc12 (stereo not given) | -2 | 0 | 0 | 0 | 3 | 1.8 | 13 | 1 | 7
C=CCNC(=O)/C(C#N)=C/c1c(C)nn(-c2ccc(Cl)cc2)c1Cl | 1 | 58* | -5 | 0 | 56* | 1.0 | 16 | 4 | 63*
O=C(O)C(Cc1c[nH]c2ccccc12)NS(=O)(=O)c1ccc2ccccc2c1 (stereo not given) | 11 | 6 | -4 | -3 | 13 | 2.0 | 33 | -3 | 7
Cc1ccc(C(CCN)c2ccco2)cc1 (stereo not given) | -4 | -1 | -5 | 6 | 5 | 0.8 | -2 | -3 | 11
C/C(=N\NC(=O)Cc1ccc(Br)cc1)c1cccnc1 | -8 | 4 | 2 | 1 | 22 | -1.2 | -4 | -4 | -4
Cc1cc(S(=O)(=O)N2CCOCC2)ccc1OCC(=O)N1CCOCC1 | -10 | 13 | -2 | -2 | 10 | 0.0 | -2 | -1 | -4
CC(C)CCn1c(SCC#N)nc2c(sc3ccccc32)c1=O | -3 | 6 | -2 | 1 | 3 | 0.0 | -11 | 1 | 8
CCn1c(SCC(=O)c2ccc(O)c(O)c2)nnc1-c1ccccc1OC | -25 | 15 | -3 | -11 | 8 | -2.4 | 21 | 0 | 13
CCS(=O)(=O)N1CCC(C(=O)N2CCN(c3ccccc3)CC2)CC1 | 10 | 17 | 0 | 9 | 12 | 0.1 | 18 | -1 | 12
COc1cccc2cc(C(=O)c3ccccc3)oc12 | -2 | 9 | 0 | -1 | 33 | 0.6 | 50* | -4 | 1
O=C(CCCc1c[nH]c2ccccc12)N[C@@H](Cc1c[nH]c2ccccc12)C(=O)O | 14 | 1 | -3 | 3 | 2 | -0.2 | 9 | -2 | 6
Cc1ccc(N(CC(=O)NC(C)(C)C)C(=O)CS(=O)CC(=O)Nc2ccc3c(c2)OCO3)cc1 (stereo not given) | -1 | 2 | 1 | 0 | 1 | -0.9 | 7 | -3 | 2
Cc1ccc(S(=O)(=O)Nc2c(C)n(C)n(-c3ccccc3)c2=O)cc1C(=O)OC(C)C(=O)N(C)c1ccccc1 (stereo not given) | 5 | 5 | -4 | 0 | 1 | -0.5 | 0 | 1 | 15
Cc1ccsc1/C=N/n1cnc2sc(C)c(C)c2c1=O | 19 | 4 | -1 | -1 | 35 | -1.4 | 25 | -5 | 17
CC1CN(c2nc3c(c(=O)n(C)c(=O)n3C)n2Cc2c(Cl)cccc2Cl)CC(C)O1 (stereo not given) | 5 | 29 | -5 | 0 | 22 | 2.7 | -1 | 1 | 32
COc1ccc(C(=O)N2CC(=O)Nc3ccccc32)cc1S(=O)(=O)N1CCOCC1 | 0 | -17 | -3 | 1 | 7 | 2.0 | 1 | 2 | 10
CCOc1cc(-c2noc(CCCC(=O)NC3CCCCC3)n2)ccc1OC | -3 | 11 | 2 | -2 | 9 | 0.3 | 17 | -3 | -3
O=C(Nc1nccs1)C1CCCN1S(=O)(=O)c1ccc(Cl)cc1 (stereo not given) | -11 | 10 | -1 | 2 | 17 | 0.1 | 3 | 3 | 17
CC(C)CCN1CCN(Cc2nc(-c3ccccc3)cs2)CC1CCO (stereo not given) | 10 | 24 | 4 | -3 | 3 | 0.4 | 15 | -5 | -6
O=S(=O)(c1cccc(COc2ccc(Cl)cc2Cl)c1)N1CCOCC1 | -10 | -13 | -3 | -12 | 29 | 0.6 | -2 | 7 | 24
COc1ccc(-n2nc3c(c2NC(=O)c2ccco2)CS(=O)(=O)C3)cc1 | 5 | 15 | -1 | 1 | 15 | -2.4 | 9 | 1 | -8
Following part:
SMILES | APJ antag | TIM10 inh | MIN6 prolif | GRIN3A LBD mod | tim23-1 inh | MPTP block | NALP3 yeast inh | APJ agonist | tim10-1 inh
O=C1CCC(C(=O)OCC(=O)Nc2cc(Cl)ccc2F)=NN1 | 15 | -6 | 0 | -1 | -4 | 0.7 | 1 | -1 | -8
Cc1cnc(C(=O)OCC(=O)NCCCc2ccccc2)cn1 | -11 | -7 | -1 | 2 | 7 | 0.8 | -7 | -1 | 3
COc1ccc(CCNC(=O)C(=O)NCC2OCCN2S(=O)(=O)c2cc(F)ccc2F)cc1OC (stereo not given) | -7 | 4 | 3 | 0 | -6 | -1.4 | -5 | -3 | -1
O=S(=O)(NCCc1ccccn1)c1ccc(-c2ccccn2)s1 | -10 | 6 | -1 | 1 | 8 | 6.2 | 7 | 2 | 6

Compound activity deposited in PubChem BioAssay by Sanford-Burnham Center for Chemical Genomics.
